From PubChem
TTR transcr act – activators of transthyretin transcription | SH-SY5Y TTR promoter Gaussia luciferase, luminescence; 100% = recombinant luciferase protein wells | activation, % at 16.7 µM | 92,000 compounds, 1.3% hits;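 active = activation above the mean of all tested compounds plus 3 SD, cut at about 9.5% in these data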;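 note: cells exposed to compounds for one day before reading; 0% = median of all test compound wells on the plate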
* marks the source's active call; other numbers are inactive results. An excerpt (hit frequency here may not be typical).

SMILES | TTR transcr act
COc1cccc(-c2ccnc3[nH]n(-c4ccccc4)c(=O)c23)c1 | -1.7
COc1ccc(CNC(=O)c2cc(-c3ccc(OC)c(OC)c3)on2)cc1 | -1.6
Cc1cccc(NC(=S)N2CCC(N(C)CC3CCCO3)CC2)c1 (stereo not drawn) | 3.5
O=C(O)c1cccc([N+](=O)[O-])c1C(=O)Nc1nc2ccccc2s1 | -0.6
O=c1n(Cc2ccc(Cl)cc2)c2sc3c(c2c2ncnn12)CCCC3 | -5.2
CCC(C)(C)NC(=O)C1c2ccccc2Oc2ccccc21 | -0.8
Cc1sc(-n2c(C)cc(C=O)c2C)c(C(=O)O)c1C | 0.8
C/C(=C\C(=O)O)C(=O)Nc1nccs1 | -2.2
CC1(C)COC(c2ccc(F)c([N+](=O)[O-])c2)=N1 | -1.1
CCOc1ccc(NC(=O)C2CCCN(S(=O)(=O)c3ccc4c(c3)C(C)(C)C(=O)N4C)C2)cc1 (stereo not drawn) | -0.5
O=C(CSc1ccc2ccccc2c1)N1CCN(c2ccc(O)cc2)CC1 | 1.8
CCCn1c(C)cc(C(=O)COc2ccc(-c3nnco3)cc2)c1C | -1.8
COc1cc(OC)cc(C(=O)N[C@H](C(=O)OCC(=O)Nc2ccc(C(C)C)cc2)C(C)C)c1 | -0.8
O=C(NCc1n[nH]c(=S)n1-c1ccccc1)c1ccc(S(=O)(=O)N2CCOCC2)cc1 | 0.0
CC(C)Nc1nc(Cl)nc(NN(C)c2nc(N(C)C)nc(N(C)C)n2)n1 | 0.4
CCOc1ncccc1C(=O)OCC(=O)NCc1ccccc1 | 0.4
CCO/C(C)=N/Oc1cnc2ccccc2c1 | 0.2
Cc1cc(Cl)ccc1OCCCC(=O)N1CCCc2ccccc21 | 6.8
Cc1ccsc1/C=N/NC(=O)C(=O)NCC(C)C | 1.3
COC(=O)c1cnn(-c2ccccc2)c1/C=N/NC(=S)Nc1ccccc1 | 11*
O=[N+]([O-])c1ccc(Cl)c(S(=O)(=O)/N=C(/Nc2cccnc2)c2ccccc2)c1 | -0.1
CN(CC(=O)NC1CCCCC1)S(=O)(=O)c1ccc(Br)s1 | -4.4
C/C(=N\Nc1nc2ccccc2s1)c1ccc2c(c1)OCO2 | 11*
CC(=O)c1ccc(NC(=O)CCc2nnc3ccc(N4CCCC4)nn23)cc1 | -0.1
COc1cccc(OCC(O)CO)c1 (stereo not drawn) | 0.9
ON=C1c2ccccc2-c2ccc(Br)cc21 | 1.1
O=C1CN(C(=O)Cn2ncc(Cl)c(Cl)c2=O)c2ccccc2N1 | -5.6
Cc1cc(NC(=O)c2ccc3c(c2)C(=O)N(C)C3=O)no1 | -0.5
Cc1[nH]nc(SCC(=O)NCCc2ccccc2)c1[N+](=O)[O-] | 0.9
CCN(CC)C(=O)C1CCCN(Cc2cccc(Oc3ccccc3)c2)C1 (stereo not drawn) | -0.1
N#Cc1c(N)n(-c2ccccc2N)c2nc3ccccc3nc12 | 0.8
CN(C(=O)COC(=O)C1CCN(S(=O)(=O)c2c(Cl)cccc2Cl)CC1)c1ccccc1 | -2.6
COc1ccc2c(C)cc(SCC(=O)Nc3ncc(Cl)cc3Cl)nc2c1 | -1.2
CCCn1c(SCC(=O)NC2CCCCC2)nnc1-c1cccnc1 | -0.3
CCOC(=O)c1ccc(N=NN(C)C)cc1 | -1.3
c1ccc(-c2nnc(-c3ccccn3)c(-c3ccccn3)n2)nc1 | -0.9
CC(C)(C)OC(=O)N1CCC[C@H]1C(=O)N/N=C/c1cccc2cccnc12 | 4.5
Cc1nc(-c2ccccc2)cn(O)c1=O | 1.8
CSc1nnc(-c2cccc(NC(=O)c3ccccc3)c2)n1C | -0.6
O=C(NC(NC(=S)N1CCOCC1)C(Cl)(Cl)Cl)c1ccc(Cl)cc1 (stereo not drawn) | -2.0
C=CC[C@@H](CC(=O)NCCO)C(=O)N[C@@H](COC(=O)[C@@H](CC=C)CC(=O)OC(C)(C)C)Cc1ccccc1 | 6.0
CCOc1ccc(OCC)c(NC(=O)C2CCCN(S(=O)(=O)c3ccc(C)cc3)C2)c1 (stereo not drawn) | 2.1
CCOC(=O)NC(=O)/C(C=Nc1ccc(Cl)c(Cl)c1Cl)=C(\C)O | 0.4
CCOc1cc(S(=O)(=O)NCc2cccnc2)c(C)cc1C | 0.4
CC1(C(=O)NS(=O)(=O)c2cccc(F)c2)CCN1C(=O)c1ccccc1 (stereo not drawn) | 1.4
Cc1ccc(Cl)cc1NC(=O)CCC(=O)O | 2.1
COc1ccc(C2CC(c3ccc(Br)cc3)=NN2C(=O)CN2CCCC2)cc1 (stereo not drawn) | 1.5
O=C(N/N=C/c1ccc(OC(=O)c2ccccc2)cc1)c1ccc(CN2CCOCC2)cc1 | 0.8

Arranged by the number under TTR transcr act (lowest first): 5 from the list above.
mol | TTR transcr act
CSc1nnc(-c2cccc(NC(=O)c3ccccc3)c2)n1C | -0.6
CCOC(=O)NC(=O)/C(C=Nc1ccc(Cl)c(Cl)c1Cl)=C(\C)O | 0.4
CC1(C(=O)NS(=O)(=O)c2cccc(F)c2)CCN1C(=O)c1ccccc1 (stereo not drawn) | 1.4
CCOc1ccc(OCC)c(NC(=O)C2CCCN(S(=O)(=O)c3ccc(C)cc3)C2)c1 (stereo not drawn) | 2.1
CC(C)(C)OC(=O)N1CCC[C@H]1C(=O)N/N=C/c1cccc2cccnc12 | 4.5

The results go on:
SMILES | TTR transcr act
COc1cccc2c1CCC1=CC(=O)CCC12C (stereo not drawn) | 1.5
CC(=O)Nc1ccc(S(=O)(=O)NCCC(=O)OCC(=O)NNC(=O)c2ccccc2)cc1 | 0.1
Cc1c(NS(=O)(=O)c2cc(C(=O)NCc3cccnc3)ccc2Cl)c(=O)n(-c2ccccc2)n1C | -0.1
CCN(Cc1ccccc1)C(=O)c1nn(-c2ccc(OC)cc2)c(=O)c2c1c1ccccc1n2C | -1.9
COC(=O)C1CN(S(=O)(=O)c2cc(OC)ccc2OC)CCS1 (stereo not drawn) | 0.0
N#Cc1nc(Cc2cccc3ccccc23)oc1NCCN1CCCCC1 | -1.1
Cc1nc2ccccc2n1/N=C/c1ccc([N+](=O)[O-])s1 | -4.3
O=C(COC(=O)c1cccs1)NCc1ccco1 | 0.6
COc1ccc(-c2[nH]ncc2/C=N\NC(=O)c2cccs2)cc1OC | 0.6
CC(NC(=O)c1ccccc1N)c1ccccc1 (stereo not drawn) | 0.3
COc1cccc(C2CC(=O)Nc3cc(OC)c(OC)c(OC)c32)c1OC (stereo not drawn) | 16*
CC(=O)Oc1ccc(N2C(=O)C3C4C=CC(C5CC45)C3C2=O)cc1[N+](=O)[O-] (stereo not drawn) | -1.8

Given as labelled records: part of the list above
COC(=O)C1CN(S(=O)(=O)c2cc(OC)ccc2OC)CCS1 (stereo not drawn)
  TTR transcr act: 0.0

COc1cccc(C2CC(=O)Nc3cc(OC)c(OC)c(OC)c32)c1OC (stereo not drawn)
  TTR transcr act: 16*

COc1cccc2c1CCC1=CC(=O)CCC12C (stereo not drawn)
  TTR transcr act: 1.5

CCN(Cc1ccccc1)C(=O)c1nn(-c2ccc(OC)cc2)c(=O)c2c1c1ccccc1n2C
  TTR transcr act: -1.9

Next entries:
SMILES | TTR transcr act
Cc1ccccc1-c1noc(CCC(=O)NCc2ccco2)n1 | -0.9
COC(=O)c1ccc(CCc2cc(O)c(Br)cc2O)cc1 | -6.3
CCC(=O)n1nc(-c2cccnc2)nc1NCc1ccc(OC)cc1 | -1.2
Cc1cc(Nc2ccc3c(c2)OCCO3)c2cccc(C)c2n1 | 0.1
CCC(C)(C)NC(=O)C(c1cccc(OC)c1OC)N(Cc1ccccc1)C(=O)CCC(=O)Nc1cc(C)on1 (stereo not drawn) | 0.4
Cc1cccc(C)c1-n1nnnc1C1(C)CCC(=O)N1CCOc1ccccc1 (stereo not drawn) | 1.2
O=[N+]([O-])c1ccc(S(=O)(=O)NN=Cc2ccc(Cl)c(Cl)c2)cc1 | 6.4
COc1ccc([C@@H]2C[C@@H](c3ccccc3)Oc3cc(OC)c(OC)c(OC)c32)cc1 | -2.7
O=C(CSc1cccc2cccnc12)Nc1ccccc1F | 1.5
O=C(NC1CC1)C1CCN(c2ccc(S(=O)(=O)N3CCOCC3)cc2Cl)CC1 | -1.6
Cc1c(C(=O)N2CCN(CCc3ccccn3)CC2)oc2ccc(F)cc12 | -0.7
Clc1ccc(CSc2nnc(/C=C/c3ccccc3)o2)cc1 | -0.8
Cc1ccc2c(c1)CCCO[C@]21O[C@H](CCO)C[C@H](O)[C@H]1O | -0.5
O=C(NC(=S)Nc1nc(-c2ccc(Br)cc2)cs1)c1cccnc1 | -2.0
Cc1ccc(NS(=O)(=O)c2ccc(Cl)s2)cc1S(=O)(=O)N(C)C | 4.4
CC(=O)Nc1ccc(S(=O)(=O)Nc2nc3ccccc3nc2Nc2ccc(O)cc2)cc1 | 0.6
O=C(c1ccc(S(=O)(=O)Cc2cc(F)ccc2F)c([N+](=O)[O-])c1)N1CCCCC1 | 0.4
CCc1nc(SCC(=O)N2CC(=O)Nc3ccccc32)c2c(C)c(C)sc2n1 | -1.8
O=C(CCC(=O)N(CC(=O)NC1CCCCC1)Cc1ccco1)Nc1nccs1 | -1.7
Cc1ccc(CS(=O)(=O)c2ccc(C(=O)N3CCCCC3)cc2[N+](=O)[O-])cc1 | -0.5
Fc1ccccc1NC(=S)N1CCN(Cc2ccccc2)CC1 | -2.5
CCOC(=O)c1c(CNCCN(CC)CC)n(C)c2cc(Br)c(OC)cc12 | 1.2
CC1=C(C(=O)Nc2ccc(CC(=O)NCc3ccc(OC(C)C)cc3)cc2)SCCO1 | -2.2
Cc1onc(-c2c(Cl)cccc2Cl)c1COC(=O)c1ccc([N+](=O)[O-])cc1 | -1.6
CCNC(=O)C1CCCN(Cc2cc(-c3ccccc3)on2)CC1 (stereo not drawn) | 0.7
CCOc1ccc(N/C(N)=N/c2nc(CSc3nnc(C)s3)cc(=O)[nH]2)cc1 | 0.8
CC1CC(=O)Nc2ccccc2N1S(=O)(=O)c1ccc(F)cc1F (stereo not drawn) | -0.5
COC(=O)c1ccc(N=NN2CCOCC2)cc1 | -0.2
O=C(Nc1ccccc1C(=O)N1CCCC1)c1ccc(Cl)cc1Cl | 7.8
O=C(Cc1ccc(F)cc1)NC1CCSC1=O (stereo not drawn) | 1.6
O=C(NCc1ccccc1F)C1CCN(C(=O)c2sccc2-n2cccc2)CC1 | -2.4
Cc1nn(C)c(=O)n1N(C)c1ncc(C(F)(F)F)cc1Cl | 2.3
Cc1cc(OC(=O)c2ccccc2Cl)c([N+](=O)[O-])c(=O)[nH]1 | -1.0
COc1ccc(N2CC(C(=O)N3CCN(C(=O)c4ccco4)CC3)CC2=O)cc1 (stereo not drawn) | 0.1
COc1ccc(Cc2nc3ccc(S(=O)(=O)N4CCOCC4)cc3[nH]2)cc1OC | 0.0
Cc1onc(-c2ccc(Cl)cc2Cl)c1C(=O)/C=C/N(C)C | -1.1
O=C(NCc1nc2ccccc2[nH]1)C1=C[C@H](C2CCCCC2)C[C@H](OCCCCO)O1 | 3.1
Cc1ccc(CNC(=O)C(=O)NCC2OCCN2C(=O)c2ccc3c(c2)OCO3)cc1 (stereo not drawn) | -0.3
Cc1ccc(C(=O)N/N=C/C=C/c2ccccc2)o1 | -5.0
COc1ccc(Oc2c(-c3cccs3)cnn(-c3ccc(C)cc3)c2=O)cc1 | -0.2
COc1ccc(NC(=O)C2C3C=CC(O3)C2C(=O)O)cc1 (stereo not drawn) | 0.4
COc1ccc(CNC(=O)CSc2nnc3nc(C)cc(C)n23)cc1OC | 0.7
CCOC(=O)c1sc(NC(=O)c2ccc(S(=O)(=O)N3CCOCC3)cc2)nc1-c1ccccc1 | -1.2
CCN(CC)C(=O)CSc1nnc(SC(C)C(=O)NC2CC2)s1 (stereo not drawn) | -1.2
O=C(NCc1cccc(C(F)(F)F)c1)c1cccc(Cl)c1Cl | 1.8
COc1ccccc1-n1ccnc(SCC(=O)NCc2ccccc2Cl)c1=O | 0.3
CCCc1nn2c(=O)cc(CSCC(=O)Nc3ccc(OC)cc3)nc2s1 | -0.1
CCN1CCN(C(=O)c2cc3sccc3n2CC(=O)c2ccccc2)CC1 | -0.3

Fetched by structure from the list above, 5 records:
SMILES | TTR transcr act
ON=C1c2ccccc2-c2ccc(Br)cc21 | 1.1
CCCn1c(C)cc(C(=O)COc2ccc(-c3nnco3)cc2)c1C | -1.8
CC(=O)c1ccc(NC(=O)CCc2nnc3ccc(N4CCCC4)nn23)cc1 | -0.1
CC(=O)Nc1ccc(S(=O)(=O)NCCC(=O)OCC(=O)NNC(=O)c2ccccc2)cc1 | 0.1
Cc1ccc2c(c1)CCCO[C@]21O[C@H](CCO)C[C@H](O)[C@H]1O | -0.5

Additional results follow.
SMILES | TTR transcr act
CCN(Cc1cc2cc(OC)ccc2[nH]c1=O)C(=O)c1ccncc1 | 0.3
CCc1ccc(N=C2N=C(N)c3ccccc32)cc1 | -4.7
Cc1noc(C)c1C(=O)NCCCN1CCCC1=O | -0.3
Cc1cc(NC(=O)CSc2ncn[nH]2)no1 | -1.6
O=C(c1ccccc1F)N1C(=O)c2cccc3cccc1c23 | 0.7
CC(C)(C)OC(=O)[C@H](Cc1ccccc1)NC(=O)c1nc[nH]c1C(=O)NCC(=O)OCc1ccccc1 | 5.3
Cc1c(NC(=O)C(C)Oc2cccc(F)c2)c(=O)n(-c2ccccc2)n1C (stereo not drawn) | -0.4
Cc1cc(=O)[nH]c(SCC(=O)NCCC2=CCCCC2)n1 | 1.9
CN1CCN(C(=S)c2ccc(Br)cc2)CC1 | 1.4
CCc1ccc(NC(=O)C(C)Sc2ccc(S(=O)(=O)N3CCN(C)CC3)cn2)cc1 (stereo not drawn) | -0.9
COC(=O)c1sc(N)c(C(=O)OC)c1Cn1ncc(Cl)c(Cl)c1=O | -1.4
COCCSc1ccccc1C(=O)Nc1cccnc1 | 0.0
CCC(=O)Nc1cccc(NC(=O)c2ccccc2Br)c1 | -0.7
CC(CCc1ccccc1)NC(=O)c1nnc(Cc2ccc(Cl)cc2)o1 (stereo not drawn) | -1.1
O=C(CN1C(=O)NC2(CCCCC2)C1=O)NC1CCCc2ccccc21 (stereo not drawn) | 1.8
O=C(Nc1ccc(C(F)(F)F)cc1)C1=NN(C2CCS(=O)(=O)C2)C(=O)CC1 (stereo not drawn) | -2.3
